Screening data as filed in PubChem.
Myeloid diff 2: compounds promoting myeloid differentiation. ER-HoxA9 myeloid progenitors, lysozyme-GFP differentiation, flow cytometry. calls only at 10 µM. 360,000 tested, 1% active. AID 624256;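 active means normalized GFP-positive differentiation at or above the plate's own cutoff, the solvent-only control mean plus 3 SD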;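 further: cells exposed to compound for four days before flow analysis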
Rac1 GTP hydrolysis: MgcRacGAP GTPase-activating activity inhibitors, confirmation, biochemical, ADP Hunter fluorescence; MgcRacGAP-stimulated Rac1 GTP hydrolysis, ADP Hunter fluorescence; higher % means a stronger effect; GST-tagged Rac1 F28L mutant substrate; inhibition, % at 30 µM; hits with a dose series show IC50 in µM; 340,000 tested, 0.6% active; AID 624330;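 active means first-screen hits whose inhibition reached a set limit at any dose in the follow-up dose series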;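 further: fluorescence reports GDP produced by GAP-driven GTP hydrolysis; strong numbers were not always called active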
Myeloid diff 2 GFP+ MAC1+ %: also measured in Myeloid diff 2; calls as there; GFP+ MAC1+ double positive, %; measured here: differentiation confirmed by MAC1 staining
* = called active by the depositor; i = inactive; + = active, no number.

SMILES | Myeloid diff 2 | Myeloid diff 2 GFP+ MAC1+ % | Rac1 GTP hydrolysis
C=CCOc1ccc(C[C@H](N)C(=O)NC[C@H]2O[C@@H](n3cc(C)c(=O)[nH]c3=O)C[C@@H]2O)cc1 | i | 2.0 | 11%
CSC[C@H]1CN(c2ccc(Br)cc2)C(=O)[C@@H]1CC(=O)Nc1ccc(Br)cc1 | i | 1.8 | 16%
COc1ccc(C(=O)N/C(=C\c2ccc(Cl)cc2)C(=O)NCc2ccncc2)cc1 | i | 1.2 | 5%
Cc1ccc([C@H]2C[C@@H](n3cc(COC(=O)c4ccccc4)nn3)[C@H](O)CN2Cc2cccs2)cc1 | i | 0.5 | 1%
Cc1cc(NCC(=O)Nc2ccc(C)c(S(=O)(=O)N3CCOCC3)c2)ccc1Br | i | 1.1 | 6%
OC(COc1ccc(-c2ccccc2)cc1)CN1CCCCC1 (stereo not drawn) | i | 1.1 | 7%
COc1cc(NC(=O)CSc2nnc3ccccn23)cc(OC)c1OC | i | 0.6 | 4%
O=C1NC(Cc2ccccc2)c2nc3ccc(F)cc3c(=O)n2-c2cc3ccccc3cc21 (stereo not drawn) | i | 1.6 | 13%
Cc1cc(OCC(=O)OCC(=O)NC2CCS(=O)(=O)C2)ccc1Cl (stereo not drawn) | i | 0.5 | 11%
C[C@H](CO)N1C[C@H](C)[C@H](CN(C)C(=O)Nc2ccc(N3CCN(C)CC3)cc2)OCc2cnnn2CCCC1=O | i | 1.2 | 14%
CC(C)CN(C(=O)Cn1nnc(-c2ccc(Cl)cc2)n1)C1CCS(=O)(=O)C1 (stereo not drawn) | i | 0.9 | 14%
COc1ccc(CN(C)C[C@H]2OCCCC[C@H](C)Oc3ccc(NC(=O)CCC(F)(F)F)cc3C(=O)N([C@@H](C)CO)C[C@@H]2C)cc1 | i | 0.8 | 9%
C[C@@H]1CN([C@@H](C)CO)C(=O)c2cc(Br)cnc2O[C@H]1CN(C)C(=O)Nc1ccc(F)cc1 | i | 0.8 | 6%
N#Cc1ccc(C(=O)N2CCC3CC2c2cc(N4CCCCC4)ccc23)cc1 (stereo not drawn) | i | 0.5 | 15%
C[C@H](CO)N1C[C@H](C)[C@H](CN(C)S(=O)(=O)c2ccccc2F)OCc2cnnn2CCCC1=O | i | 0.4 | 15%
Nc1cc(=O)nc2cn[nH]n12 | i | 0.2 | 6%
N#Cc1ccccc1OCC(=O)N1CC(=O)Nc2ccccc21 | i | 1.6 | -5%
Cc1ccc(C(=O)OCC(=O)Nc2cccc(S(=O)(=O)N3CCCCC3)c2)s1 | i | 1.3 | 16%
CNC(=O)C[C@H]1C(=O)N(c2ccccc2)C[C@@H]1C | i | 0.8 | 16%
Cc1ccc(CN(C)C[C@@H]2OCc3cnnn3CCCC(=O)N([C@H](C)CO)C[C@H]2C)cc1 | i | 0.8 | 2%
CCCCCC(=O)N1C[C@H](n2cc(COC(=O)c3ccccc3)nn2)[C@@H](O)C[C@@H]1c1ccc(C)cc1 | i | 0.4 | -5%
C[C@H](CO)N1C[C@H](C)[C@H](CN(C)C(=O)NC2CCCCC2)Oc2ncc(Br)cc2C1=O | + | 2.6* | 9%
COc1cc(C(=O)N2CCN(C3=NS(=O)(=O)c4ccccc43)CC2)cc(OC)c1OC | i | 0.8 | 4%
O=C(CCCCC(=O)NN=Cc1ccc2c(c1)CCC2)NN=Cc1ccc2c(c1)CCC2 | i | 1.4 | 9%
CC1=C(C(=O)N2CCOCC2)CC(CC(=O)NCc2ccco2)C(=O)N1CCC1=CCCCC1 (stereo not drawn) | i | 0.6 | 6%
C[C@H](CO)N1C[C@H](C)[C@@H](CN(C)S(=O)(=O)c2ccc(-c3ccccc3)cc2)OCc2cn(nn2)CCCC1=O | i | 0.9 | 12%
CC1=CC(=O)C2(C)C(C)=C(C)C12C (stereo not drawn) | i | 0.7 | 12%
CCCCN1C[C@H](Cc2ccccc2)[C@@H](CC(=O)NC)C1=O | i | 0.2 | 14%
C[C@@H]1CN([C@H](C)CO)C(=O)c2cc(Br)cnc2O[C@@H]1CN(C)C(=O)NC1CCCC1 | i | 0.3 | 1%
Cc1ccc([C@H]2C[C@H](O)[C@@H](n3cc(-c4ccc(F)cc4)nn3)CN2Cc2cccs2)cc1 | i | 1.1 | 9%

Reprinted at random: 3 records from the list
SMILES | Myeloid diff 2 | Myeloid diff 2 GFP+ MAC1+ % | Rac1 GTP hydrolysis
C[C@@H]1CN([C@H](C)CO)C(=O)c2cc(Br)cnc2O[C@@H]1CN(C)C(=O)NC1CCCC1 | i | 0.3 | 1%
CCCCN1C[C@H](Cc2ccccc2)[C@@H](CC(=O)NC)C1=O | i | 0.2 | 14%
CCCCCC(=O)N1C[C@H](n2cc(COC(=O)c3ccccc3)nn2)[C@@H](O)C[C@@H]1c1ccc(C)cc1 | i | 0.4 | -5%

Remaining list, next part.
SMILES | Myeloid diff 2 | Myeloid diff 2 GFP+ MAC1+ % | Rac1 GTP hydrolysis
COc1cccc(-c2ccc(C3=CC(=O)CC(C)(C)C3=O)cc2)c1OC | i | 0.2 | 12%
CCOC(=O)c1cc(OC(C)=O)c2ccc(OC)c(OC)c2c1 | i | 1.2 | 6%
Cc1cnc(C2OCCO2)c2cccc([N+](=O)[O-])c12 | i | 0.5 | 7%
COc1cccc(NC(=O)N(C)C[C@@H]2Oc3cc(Br)ccc3S(=O)(=O)N([C@@H](C)CO)C[C@H]2C)c1 | i | 0.4 | 13%
Cn1c(=O)c(=O)n(C)c2cc(S(=O)(=O)CCC(=O)Nc3ccccc3C(F)(F)F)ccc21 | i | 0.7 | -3%
CN(C(=O)COC(=O)c1ccc(S(=O)(=O)N2CCCCCC2)cc1)c1ccccc1 | i | 0.7 | 15%
C#CCN(C[C@H]1[C@H](OC(=O)NC2CC2)[C@H](OC(=O)NC2CC2)C[C@@H](C(=O)OC)[C@H]1C(=O)OC)S(=O)(=O)c1ccc(C)cc1 | i | 1.5 | 2%
Cc1ccc(SCc2c(C(=O)N/N=C/c3ccco3)nnn2-c2nonc2N)cc1 | i | 2.5 | 14%
COc1ccc(CC(Cc2ccc(OC)c(OC)c2)NC=O)cc1OC | i | 0.6 | 8%
O=C(COC(=O)/C=C/c1ccccc1)NCc1ccco1 | i | 1.5 | -28%
COc1ccc(-c2cc3nc(C)cc(N4CCN(C(=O)c5ccoc5)CC4)n3n2)cc1 | i | 0.2 | 11%
Cc1ncc(C(O)c2ccc(N(C)C)cc2)n1Cc1ccccc1 (stereo not drawn) | i | 2.1 | 2%
O=C(OCc1cn([C@@H]2CN(C(=O)c3cccs3)[C@@H](c3ccccc3)C[C@H]2O)nn1)c1ccccc1 | i | 0.3 | 5%
CCc1ccc(C(C#N)=CC=Cc2ccccc2)cc1 | i | 0.9 | 4%
O=C(Nc1ccc(-c2nc3ccccc3[nH]2)cc1)C1CCCN(Cc2ccn[nH]2)C1 (stereo not drawn) | i | 1.4 | 20%
CC(C)COC(=O)N(C)C[C@H]1OCc2cnnn2CCCC(=O)N([C@@H](C)CO)C[C@H]1C | i | 1.9 | 12%
CCOC(=O)C1CCN(C(=O)c2ccc3c(=O)n4nc(Nc5ccccc5CC)sc4nc3c2)CC1 | i | 0.5 | -1%
COc1ccc([C@H]2C[C@H](n3cc(-c4ccc(F)cc4)nn3)[C@@H](O)CN2Cc2cccs2)cc1 | i | 2.1 | 13%
Cc1cc(NC(=O)c2cc3cc([N+](=O)[O-])ccc3s2)no1 | i | 1.4 | 12%
Cc1ccc([C@H]2C[C@H](O)[C@@H](n3cc(-c4ccc(F)cc4)nn3)CN2C(=O)C2CCCCC2)cc1 | i | 0.4 | 12%

An excerpt from above, showing only Rac1 GTP hydrolysis:
Structure | Rac1 GTP hydrolysis
COc1ccc(-c2cc3nc(C)cc(N4CCN(C(=O)c5ccoc5)CC4)n3n2)cc1 | 11%
Cc1ncc(C(O)c2ccc(N(C)C)cc2)n1Cc1ccccc1 (stereo not drawn) | 2%
O=C(OCc1cn([C@@H]2CN(C(=O)c3cccs3)[C@@H](c3ccccc3)C[C@H]2O)nn1)c1ccccc1 | 5%
CCc1ccc(C(C#N)=CC=Cc2ccccc2)cc1 | 4%

More structures follow.
SMILES | Myeloid diff 2 | Myeloid diff 2 GFP+ MAC1+ % | Rac1 GTP hydrolysis
O=c1c(-c2ccccc2)cocc1-c1ccccc1 | i | 0.6 | 4%
CCN(CC)C(=O)C1=C(C)N(Cc2ccc(F)cc2)C(=O)C(CC(=O)NCCCN(C)C)C1 (stereo not drawn) | i | 2.4 | 15%
Cc1ccc([C@H]2C[C@@H](O)[C@H](n3cc(COC(=O)c4ccccc4)nn3)CN2C(=O)c2cccs2)cc1 | i | 0.8 | 11%
O=C(O)c1ccccc1C(=O)Nc1ccc(Nc2ccccc2)cc1 | i | 1.2 | 55µM*
N#Cc1nccc2ccc(OCc3ccc(Br)cc3)cc12 | i | 0.7 | 9%
Cc1ccc(S(=O)(=O)NC(CC(=O)OCc2ccccc2)C(=O)OCc2ccccc2)cc1 (stereo not drawn) | i | 0.8 | 3%
COc1ccc(-n2ncc(C(C)NS(=O)(=O)c3cc(C)sc3C)c2C)cc1 (stereo not drawn) | i | 0.7 | 3%
O=C(O)CN1C(=O)C=CC1=O | i | 0.5 | 15%
CC(C)CC1C(=O)N(Cc2cn(CCC3OCCCO3)nn2)CCS(=O)(=O)N1Cc1ccc(-c2ccc(Cl)nc2)cc1 (stereo not drawn) | i | 0.6 | 13%
O=C(OCC(=O)c1c[nH]c2ccccc12)c1ccc(F)c(S(=O)(=O)N2CCOCC2)c1 | i | 2.1 | 17%
C[C@H]1CN([C@@H](C)CO)C(=O)CCCn2nncc2CO[C@@H]1CN(C)S(=O)(=O)c1ccc(Oc2ccccc2)nc1 | i | 1.9 | 6%
COc1ccc(S(=O)(=O)NCc2cccnc2)c(Cl)c1Cl | i | 0.6 | 10%
Cc1onc(-c2ccccc2)c1C(=O)OCC(=O)c1ccc(F)cc1 | i | 0.5 | 4%
CCN(CC)Cc1c(C)[nH]c2ccc(NC(C)=O)cc2c1=O | i | 0.5 | 10%
O=C(Nc1c2c(nn1-c1ccccc1)CS(=O)(=O)C2)C1CC1 | i | 1.0 | 11%
Cc1ccn2c(=O)c(NC(=O)c3ccc4c(c3)OCO4)c(C)nc2c1 | i | 0.9 | -22%
CCCCCN(C(=O)CCC(=O)OCC(=O)NCCc1ccccc1)c1c(N)n(CCCC)c(=O)[nH]c1=O | i | 0.9 | 18%
COCCCN1C(=O)C(CC(=O)NCC2CCCCC2)CC(C(=O)N2CCOCC2)=C1C (stereo not drawn) | i | 0.6 | 12%
Cc1ccc(-c2cnc3c(c2)C(=O)N([C@H](C)CO)C[C@@H](C)[C@@H](CN(C)C(=O)Cc2ccccc2)O3)cc1 | i | 1.2 | 12%
CCOc1ccc(N=Cc2ccc(N(C)C)cc2)c(O)c1 | i | 2.2 | 16%
O=C1C2C3C=CC(CC3)C2S(=O)(=O)C2C3C=CC(CC3)C12 (stereo not drawn) | i | 0.5 | 6%
COc1ccccc1S(=O)(=O)N(C)C[C@@H]1Oc2cc(C#CCC(C)C)ccc2S(=O)(=O)N([C@H](C)CO)C[C@@H]1C | i | 1.0 | 6%
COc1cccc(-n2cc(CN(C)C(=O)C3CCC(=O)N(C4CC4)C3)cn2)c1 (stereo not drawn) | i | 0.8 | 8%
COCOCCn1cc(CN2CCS(=O)(=O)N(Cc3ccc(-c4ccc(OC)cc4)cc3)C(C(C)C)C2=O)nn1 (stereo not drawn) | i | 0.2 | 7%
CC1=C2C3OC(=O)C(C)C3CCC2(C)C=C(Br)C1=O (stereo not drawn) | i | 1.8 | 12%
CN(C(=O)c1cc2c(cc1Br)OCO2)c1cccc2ccccc12 | i | 0.6 | 9%
Cc1onc(-c2ccccc2Cl)c1C(=O)NCc1nnnn1-c1ccc(F)c(F)c1 | i | 1.5 | 8%
COc1ccc(C(=O)NCC(=O)NCc2ccc3c(c2)OCO3)cc1[N+](=O)[O-] | i | 0.6 | 7%
C[C@H](CO)N1C[C@H](C)[C@@H](CN(C)Cc2ccc(C(=O)O)cc2)Oc2ncc(Br)cc2C1=O | i | 0.8 | 16%
COc1cccc(S(=O)(=O)Nc2ccc3c(c2)[C@H]2C[C@H](CC(=O)N[C@@H](C)c4ccccc4)O[C@H](CO)[C@H]2O3)c1 | i | 0.6 | 13%
CCCC1NC(=O)c2cc3ccccc3cc2-n2c1nc1ccc(F)cc1c2=O (stereo not drawn) | i | 0.8 | 8%
CC1C(=O)N(Cc2cn(CCC3OCCCO3)nn2)CCS(=O)(=O)N1Cc1ccc(-c2ccc(F)cc2)cc1 (stereo not drawn) | i | 0.5 | 9%
O=C(Nc1ccccc1SC(=O)c1ccccc1)c1ccccc1 | i | 1.5 | 19%
C=CCNc1n[nH]c(=S)s1 | i | 2.1 | 20%
COc1ccccc1CN(C)C[C@H]1OCc2cnnn2CCCC(=O)N([C@@H](C)CO)C[C@@H]1C | i | 0.3 | 16%
CC(C)N1CC2(CC(c3ccc(Cl)cc3Cl)=NO2)CN1C(=O)c1ccc(C(C)(C)C)cc1 (stereo not drawn) | i | 0.6 | 10%
CC1CC(C)(C)C2=NCCN21 (stereo not drawn) | i | 0.5 | 3%
O=C1C(=Cc2ccccc2O)SC(=S)N1CCCN1CCOCC1 | i | 0.7 | 15%

Some of the entries so far, as a markdown table.
| SMILES | Myeloid diff 2 | Myeloid diff 2 GFP+ MAC1+ % | Rac1 GTP hydrolysis |
| --- | --- | --- | --- |
| O=C(Nc1ccccc1SC(=O)c1ccccc1)c1ccccc1 | i | 1.5 | 19% |
| CC(C)N1CC2(CC(c3ccc(Cl)cc3Cl)=NO2)CN1C(=O)c1ccc(C(C)(C)C)cc1 (stereo not drawn) | i | 0.6 | 10% |

These rows are one share of the data. The share of hits here may be higher or lower than overall.
